High-throughput results (PubChem BioAssay)
FAS-TE inh = FAS thioesterase domain inhibitors, primary screen, biochemical, fluorescence intensity, uHTS. inhibition, % at 15 µM. recombinant FAS-TE, OMFH fluorogenic substrate, fluorescence endpoint. hit rate 0.67% among 360,000. Fatty acid synthase (Homo sapiens), P49327;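 active = compounds whose normalised, plate-corrected inhibition of enzyme fluorescence in the single-dose primary screen is 50% or more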;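 note: 0% = DMSO with enzyme and 100% = substrate without enzyme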
MT1-MMP act inh = blockers of MT1-MMP proenzyme processing, primary screen, HT1080 RFP-PRO-GFP cells, GFP/RFP fluorescence | Matrix metalloproteinase-14 (Homo sapiens), P50281 | GFP/RFP ratio fluorescence, overnight; percent of plate control window, DMSO zero | GFP/RFP ratio change, % at 20 µM | hit rate 0.061% among 360,000;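 active = GFP/RFP ratio change of at least 30% with cell ATP level not reduced by more than half and red fluorescence within 50% of control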; note: strong numbers were not always called active
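Assay system: HT1080 cells carrying an RFP-PRO-GFP reporter | Dosing: Single dose of 20 µM compound, 1% DMSO final | Incubation: Cells overnight before dosing, compound overnight, 37 °C, 5% CO2 | Evaluation: GFP/RFP fluorescence ratio | Control set: DMSO and RFP-L50D-GFP cell wells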
eLon inh = inhibitors of E. coli Lon protease, primary screen, biochemical, fluorescence polarization. P0A9M0. inhibition, % at 7.94 µM. purified E. coli Lon protease. hit rate 0.42% among 360,000; in the data active = inhibition above about 13%, passing the limit was not always enough;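 note: 0% = enzyme with probe and DMSO and 100% = no enzyme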
Neddylation inh = inhibitors of cullin neddylation, primary screen, biochemical, TR-FRET, uHTS, NAE and Ubc12 | NEDD8-conjugating enzyme Ubc12 (Homo sapiens) + NEDD8-activating enzyme E1 regulatory … | calls only at 25 µM | hit rate 0.58% among 360,000 | AID 651699, 2012; in the data active = inhibition above about 36%
MLLE-PAM2 inh = inhibitors of PABP1 MLLE–PAM2 peptide binding, primary screen, biochemical, fluorescence polarization, FITC-PAM2, GST-MLLE; Polyadenylate-binding protein 1 (Homo sapiens), P11940; inhibition, % at 20 µM; hit rate 0.36% among 360,000; in the data active = inhibition above about 35%, passing the limit was not always enough;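 note: plate controls were DMSO wells with GST-MLLE for no effect and wells lacking GST-MLLE protein for full effect; some results filed as inactive read as strong as hits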
Target sequence (P11940 whole entry, looked up): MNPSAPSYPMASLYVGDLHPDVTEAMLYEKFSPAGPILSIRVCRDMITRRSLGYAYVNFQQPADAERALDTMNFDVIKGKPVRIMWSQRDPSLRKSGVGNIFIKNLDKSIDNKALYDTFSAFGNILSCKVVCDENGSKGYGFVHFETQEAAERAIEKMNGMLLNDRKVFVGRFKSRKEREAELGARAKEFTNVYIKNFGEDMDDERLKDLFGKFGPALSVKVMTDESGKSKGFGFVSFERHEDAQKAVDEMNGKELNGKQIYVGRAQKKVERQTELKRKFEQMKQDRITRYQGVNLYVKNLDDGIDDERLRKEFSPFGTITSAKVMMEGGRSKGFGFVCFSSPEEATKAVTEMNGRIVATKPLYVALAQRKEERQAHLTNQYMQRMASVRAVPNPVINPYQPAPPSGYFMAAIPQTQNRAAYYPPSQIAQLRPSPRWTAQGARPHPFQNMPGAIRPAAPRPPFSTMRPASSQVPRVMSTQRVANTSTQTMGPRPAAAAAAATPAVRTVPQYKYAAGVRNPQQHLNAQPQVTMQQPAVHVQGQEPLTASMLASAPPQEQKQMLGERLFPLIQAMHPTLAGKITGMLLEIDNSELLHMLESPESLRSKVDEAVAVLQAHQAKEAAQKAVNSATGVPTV
NRP1-CendR mod = modulators of CendR peptide binding to NRP-1, primary screen, biochemical, fluorescence polarization, uHTS; Neuropilin-1 (Homo sapiens), O14786; hit rate 0.85% among 360,000; FAM-RPARPAR peptide binding to NRP-1; AID 602438, 2012; inhibition, % at 25 µM;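 active = inhibition or corrected inhibition above about 18%, plus a signal ratio from 0.5 to 1.5, limit read from the data, passing the limit was not always enough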; note: strong numbers were not always called active
bovine MsrA act = bovine MsrA enzyme activators, primary screen, biochemical, absorbance, HTS. AID 602163, 2012. activation, % at 10.6 µM. purified bovine MsrA, absorbance read-out. hit rate 0.3% among 360,000; in the data active = activation above about 7.5%;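 note: 0% = vehicle and 100% = reference activator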
Rin1-Abl PPI inh = inhibitors of Rin1-Abl protein binding, primary screen, biochemical, TR-FRET; Tyrosine-protein kinase ABL1 (Homo sapiens) + Ras and Rab interactor 1 (Homo sapiens), …; inhibition, % at 7.35 µM; hit rate 0.4% among 360,000; AID 588664, 2011; in the data active = inhibition above about 5%, passing the limit was not always enough
SKN-1 inh = suppressors of acrylamide-induced Pgst-4::GFP reporter in worms, primary screen, SKN-1 inhibitor project, whole organism, uHTS, GFP/RFP fluorescence ratio, strain VP596; C. elegans VP596 Pgst-4::GFP/RFP ratio, 24 h; inhibition, % at 21.8 µM; hit rate 0.49% among 360,000; AID 624304, 2012;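 active = interference check ratio from 0.5 to 1.5 plus GFP to RFP signal ratio inhibition reaching or exceeding a fixed threshold, cut at about 30% in these data, passing the limit was not always enough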; note: some compounds called inactive have numbers as strong as hits
* hit, by the source's call; i = inactive; . = no result given; + = active, no number.

compound	MLLE-PAM2 inh	FAS-TE inh	Neddylation inh	MT1-MMP act inh	eLon inh	bovine MsrA act	Rin1-Abl PPI inh	NRP1-CendR mod	SKN-1 inh
N#CCCN(C(=S)Nc1ccc(S(=O)(=O)N2CCOCC2)cc1)c1ccccc1F	27	-2	i	3	2	-1	-1	0	-6
Cc1cc(Cl)ccc1NC(=O)NC1CCN(S(=O)(=O)c2ccc(F)cc2)CC1	-2	16	i	0	-1	-3	-1	-6	21
C=CCN(CC=C)C(=O)c1ccc2nc(Cc3ccc(OC)c(OC)c3)oc2c1	-1	-1	i	1	-12	-1	4	4	14
CN1CCc2c(sc(/N=C/c3c[nH]c4ccccc34)c2C#N)C1	-45	-30	i	-71	-142	-3	-30	134	27
COc1ccc(C)cc1Nc1ccc(C(=O)O)cc1[N+](=O)[O-]	9	4	i	7	-15	-4	0	-7	-3
O=S(=O)(NC1CC2CCC1C2)c1ccc(Br)cc1 (configuration not stated)	4	4	i	22	-2	0	1	6	-3
Cc1cc(C(=O)Nc2cccc(-c3ccc(N4CCOCC4)nn3)c2)ccc1[N+](=O)[O-]	-11	11	i	10	-7	-5	2	-10	7
CC(C)n1cc(CNC(=O)C2CCC(=O)N(Cc3ccccc3F)C2)cn1 (configuration not stated)	0	-7	i	3	1	-3	2	5	5
O=c1c2c(-c3ccc(Cl)cc3)csc2ncn1/N=C/c1cccc([N+](=O)[O-])c1O	1	8	i	0	3	-4	1	-19	6
O=C(Nc1ccc(F)cc1F)N1CCN(C/C=C/c2ccccc2)CC1	11	-6	i	0	-7	-2	0	5	-5
CCOCCCNC(=O)C(NC(=O)CC1NC(=O)NC1=O)c1ccc(Cl)cc1 (configuration not stated)	-4	1	i	-6	-6	0	-5	-1	-1
CC1(C(=O)NS(=O)(=O)c2ccccc2C(F)(F)F)CCN1C(=O)CCc1cccs1 (configuration not stated)	10	-6	i	-3	-1	1	-4	6	2
Cc1ccccc1-c1nc(CN2CCC(C(=O)NCCC3=CCCCC3)CC2)c(C)o1	-23	2	i	7	9	1	1	-12	13
CCOC(=O)c1c(NC(=O)C2c3ccccc3Oc3ccccc32)sc(C(C)=O)c1C	5	32	i	-8	-4	-1	4	-1	13
O=C1C=C(N2CCOCC2)c2ccccc2C1=O	11	1	i	-12	10	-7	2	10	0
Cc1ccc(NC(=O)CN2C(=O)S/C(=C\c3cccn3-c3cccc(C(=O)O)c3)C2=O)cc1C	-4	-1	i	1	-1	-5	1	-50	13
CC(=O)Nc1ccc(NC(=O)c2ccco2)cc1	11	-5	i	5	-5	4	-1	-5	-1
Cc1ccc(S(=O)(=O)N(C)c2c(C)ccc(S(=O)(=O)NC(C)(C)C)c2C)cc1	-16	13	i	-4	-4	4	2	15	7
O=C(N/N=C\c1cccnc1)C1c2ccccc2Oc2ccccc21	1	-3	i	6	-1	-2	1	-4	7
O=C(NCc1ccco1)C(C(=O)c1ccc(F)cc1)n1ccccc1=O (configuration not stated)	-12	-9	i	1	1	-2	-2	-7	3
CCOC(=O)C1CCCN(CCC(C)c2ccccc2)C1 (configuration not stated)	-5	-2	i	-8	12	0	-2	8	-3
Cc1c(NC(=O)C2CCN(S(=O)(=O)c3ccccc3)CC2)c(=O)n(-c2ccccc2)n1C	-7	-6	i	3	-4	-3	-1	4	-1
COc1cccc(OCC(=O)Nc2ccc(OC)c(OC)c2)c1	-11	-3	i	-22	1	-6	-2	7	-10
Cc1ccc(/C=N/NC(=O)c2ccc(-n3cccc3)cc2)o1	-4	-4	i	2	-2	-5	1	5	10
Cc1ccc(NC(=O)[C@@H](NC(=O)c2cccc(S(=O)(=O)N3CCOCC3)c2)C(C)C)cc1C	-6	-7	i	-11	1	1	3	-5	2
CCOc1ccc(C(=O)COC(=O)Cn2[nH]c(=O)c3ccccc3c2=O)cc1	-22	0	i	-3	-5	0	1	3	27
S=C(Nc1cccc(Cl)c1)N(CCCN1CCCC1)Cc1cccn1Cc1ccc(Cl)cc1	-41	26	i	-9	-8	-1	1	-4	4
CC(C)(C)OC(=O)N(CCc1ccccc1)Cc1cccc(OCc2cccc(NC(=O)C3CCCC3)c2)c1	3	19	i	-7	-2	-5	6	3	-21
O=c1[nH]c(CSc2nnnn2-c2ccccc2)nc2ccccc12	-1	6	i	7	2	-3	9.8*	8	7
CN(C)C(CNC(=O)C1CCN(S(=O)(=O)c2cccc(Cl)c2Cl)CC1)c1ccccc1 (configuration not stated)	-12	-1	i	1	5	-3	4	0	-10
C=CCn1c(SCCN2C(=O)c3ccccc3C2=O)nc2scc(-c3ccccc3)c2c1=O	15	4	i	5	-2	-2	-1	3	5
NC(=O)CSc1nnc(-c2ccncc2)n1CCc1ccccc1	-8	-4	i	-1	-17	-8	0	2	-12
COCC(=O)N=Nc1c(O)[nH]c2ccccc12	8	-11	i	2	-1	-2	-2	5	-7
CC(=O)c1ccc(-n2c(-c3cc(-c4ccsc4)n[nH]3)n[nH]c2=S)cc1	-13	3	i	1	-3	1	3	-6	-17
CCOC(=O)CC(NC(=O)c1cc2cccc(OC)c2oc1=O)c1cccc([N+](=O)[O-])c1 (configuration not stated)	29	29	i	5	-22	-3	0	-2	3
CC(=O)Nc1ccc(S(=O)(=O)N[C@@H](C)C(=O)OCC(=O)Nc2ccc3c(c2)OCCO3)cc1	6	-4	i	4	-2	1	-1	2	-10
CC1CCc2cc(F)ccc2N1C(=O)CN1C(=O)c2ccccc2C1=O (configuration not stated)	-11	-15	i	-4	-12	1	3	-6	8
COc1ccc(-c2nc(C#N)c(NCC3CCCO3)o2)cc1 (configuration not stated)	10	-4	.	1	2	-2	1	1	15
C=CCSc1n[nH]c(-c2cccs2)n1	-26	-4	i	1	-1	-3	0	-4	11
CSc1cccc2sc(NC(=O)C3=COCCO3)nc12	15	-2	+	7	-4	-4	4	-12	17
COc1ccc(NC(=O)c2cc(C3CCCCN3C(=O)OCC(C)C)on2)c(C)c1 (configuration not stated)	10	8	i	5	-8	-3	0	-12	7
COc1ccc(CCNC(=O)c2cc3sccc3n2C)cc1OC	-2	1	i	13	-12	0	-2	-7	1
O=C(CSc1nnnn1-c1ccccc1)Nc1nsc(-c2ccc(Cl)cc2)n1	-6	8	i	0	4	-4	-2	-22	-4
COC1=CC(=O)OC(c2ccc(OC)cc2)C1 (configuration not stated)	12	-7	i	0	-9	2	-1	8	1
CC1CN(c2oc(-c3cccs3)nc2C#N)CC(C)O1 (configuration not stated)	11	-4	i	-3	-7	-3	-3	-8	13
COc1ccc(OCc2cc(C(=O)N3CCC(OC)CC3)no2)c2ccccc12	-2	15	i	1	-4	0	0	2	21
Cc1ccc(C)c(S(=O)(=O)Nc2cc(C)on2)c1	-10	-3	i	-1	-1	-8	2	6	15
O=C(CNC(=O)Cc1ccccc1)NCC(=O)OCc1ccccc1	5	-12	i	1	-3	-3	0	4	-22
Cc1cc(Cl)ccc1NC(=O)CCC(=O)N/N=C/c1cccnc1	-9	-4	i	-1	-1	-1	-1	6	-11
Cc1ccc(SCc2cc(=O)n(C)[nH]2)cc1	7	-4	i	8	-2	-10	-2	0	-11
COc1ccc(/C=C/C(=O)NC(=S)Nc2cc3oc4ccccc4c3cc2OC)cc1	-9	-6	i	1	-3	-2	-1	18	8
CC1Cc2ccccc2N1S(=O)(=O)c1cnc(Cl)c(Br)c1 (configuration not stated)	-12	26	i	-2	5	-4	2	0	11
Cc1ccc(C(=O)NNC2=Nc3cc([N+](=O)[O-])ccc3OC2)cc1	-13	14	i	4	7	-9	-5	-10	-8
Fc1ccc(NC(=S)N2CCc3[nH]c4ccccc4c3C2)cc1	-133	10	i	3	-1	-2	1	0	7
CC(=O)Cc1nsc(NC(=O)c2cccc(F)c2)n1	-10	-9	i	-1	0	-4	3	6	-2
CC(=O)NC1C(=O)N=C(SCC(=O)Nc2ccc(C(F)(F)F)cc2Cl)NC1=O (configuration not stated)	2	-7	i	-2	-3	-2	3	-8	9
COC(=O)Cn1c(CN2CCOCC2)nc2c1c(=O)n(C)c(=O)n2C	-9	-8	i	-3	5	-1	-4	1	-9
CN(C)c1ccc(-c2ccnc3c2CC(C)(C(=O)Nc2ccc(Cl)cc2)O3)cc1 (configuration not stated)	-11	24	.	-2	-8	-2	-1	-5	3
COC(=O)C(O)(CC(=O)c1ccc(OC)cc1)C(F)(F)F (configuration not stated)	8	-7	i	3	1	1	-1	2	2
O=C(COC(=O)C1C2CC3OC(=O)C1C3C2)Nc1cccc(Cl)c1 (configuration not stated)	-4	-3	i	3	-5	-1	0	3	7

Further results follow.
compound	MLLE-PAM2 inh	FAS-TE inh	Neddylation inh	MT1-MMP act inh	eLon inh	bovine MsrA act	Rin1-Abl PPI inh	NRP1-CendR mod	SKN-1 inh
O=C(CSc1nnc(-c2ccncc2)o1)Nc1ccccc1Cl	9	-6	i	5	-12	-2	-2	1	5
O=C(CC1C(=O)NCCN1C(=O)c1ccccc1)Nc1cc(Cl)ccc1Cl (configuration not stated)	6	-5	i	-4	-8	-4	5	10	-9
COc1cc(S(=O)(=O)Nc2ccncc2)ccc1F	22	-4	i	1	-3	-4	1	3	9
CC(C)C[C@@H](CN1CCC[C@H]1CN1C(=O)C(=O)NC[C@@H]1Cc1ccc(O)cc1)N1C[C@H](Cc2ccccc2)N(CC2CCCCCC2)C(=O)C1=O	.	28	i	-4	5	-9	.	-22	-2
COc1ccc(OCc2nnc(SCC(=O)N3CCOCC3)o2)cc1	3	0	i	0	-10	-3	4	1	-13
O=C(/C=C/c1ccc(Br)cc1)NC1CCCCCC1	12	-1	i	7	2	-2	3	-2	14
Cc1ccc(NC(=S)N2CCCC(c3nc4ccc(C)cc4[nH]3)C2)c(C)c1 (configuration not stated)	-90	-6	i	8	-5	-1	1	-5	15
O=C(O)CCNc1ccc(Cl)cc1	7	-4	i	0	13	0	3	-14	4
CCOC(=O)c1c(-c2ccc(C)o2)csc1NC(=O)CN1CCC(C(N)=O)CC1	16	-4	i	2	-2	-13	1	10	7
Cc1cc(OCC(=O)N(C)Cc2ccccc2)ccc1Cl	-4	9	i	4	-3	-6	0	0	-6
O=C1/C(=C\c2ccccc2)CCc2c1[nH]c1ccccc21	-2	12	i	-16	-4	-1	-2	9	13

2 entries from above, with two lines to a compound.
Every second line gives: MLLE-PAM2 inh, FAS-TE inh, Neddylation inh, MT1-MMP act inh, eLon inh, bovine MsrA act, Rin1-Abl PPI inh, NRP1-CendR mod, SKN-1 inh
O=C(COC(=O)C1C2CC3OC(=O)C1C3C2)Nc1cccc(Cl)c1 (configuration not stated)
  -4, -3, i, 3, -5, -1, 0, 3, 7
O=C(CSc1nnc(-c2ccncc2)o1)Nc1ccccc1Cl
  9, -6, i, 5, -12, -2, -2, 1, 5
